High-throughput results: PubChem BioAssay, several laboratories
PLCb3 inh = blocks human PLC-beta3 enzyme activity. Purified PLC-beta3, fluorogenic substrate, fluorescence. 370,000 tested, 0.18% active. inhibition, % at 12.2 µM. Q01970; in the data active = inhibition above about 11%;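 note: 0% = median of compound wells on plate and 100% = full blocker control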
Rev-erbA mod = modulators of human Rev-erb alpha DNA binding. activity, % at 10 µM. 370,000 tested, 0.79% active. Rev-erbα–FITC-DNA binding, fluorescence polarization, 90 min. P20393;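 active = activity above about 14%, limit read from the data; passing the limit was not always enough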;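 note: 0% = DMSO wells with 35 nM protein and 100% = DMSO wells with 750 nM protein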
Target sequence (P20393 whole entry, looked up): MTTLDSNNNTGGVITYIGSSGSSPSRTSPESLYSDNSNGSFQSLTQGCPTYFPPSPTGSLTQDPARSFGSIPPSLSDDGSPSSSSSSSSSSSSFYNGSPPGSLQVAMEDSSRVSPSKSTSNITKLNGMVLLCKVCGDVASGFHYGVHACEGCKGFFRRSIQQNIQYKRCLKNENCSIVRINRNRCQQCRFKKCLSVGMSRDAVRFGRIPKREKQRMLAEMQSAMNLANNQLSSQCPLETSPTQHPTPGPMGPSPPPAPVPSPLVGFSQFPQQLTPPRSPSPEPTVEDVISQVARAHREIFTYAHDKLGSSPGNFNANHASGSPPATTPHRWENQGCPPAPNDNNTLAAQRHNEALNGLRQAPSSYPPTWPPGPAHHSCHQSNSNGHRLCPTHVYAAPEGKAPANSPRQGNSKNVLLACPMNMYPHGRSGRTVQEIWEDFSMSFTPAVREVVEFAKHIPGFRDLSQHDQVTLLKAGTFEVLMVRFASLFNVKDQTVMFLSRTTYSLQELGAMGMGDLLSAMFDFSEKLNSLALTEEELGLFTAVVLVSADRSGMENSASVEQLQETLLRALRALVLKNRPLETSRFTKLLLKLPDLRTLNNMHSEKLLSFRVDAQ
ssDAF-12 act = activates DAF-12 receptor from parasite S. stercoralis. HEK293 ssDAF-12/GRIP1 lit1-tk-luc reporter, luminescence; % of 3 µM dafachronic acid response. activation, % at 6.8 µM. 370,000 tested, 1% active. AID 652126;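 active = activation above the mean over all tested compounds plus 3 SD, cut at about 0.9% in these data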;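 note: 0% = DMSO-only wells and 100% = 3 µM delta7-dafachronic acid wells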
DAX1 inh-1 = blocks DAX1 repression of SF-1 activated StAR promoter | AID 652010 | inhibition, % at 6.8 µM | 370,000 tested, 1.1% active | HEK293T StAR-luciferase reporter, SF-1/DAX-1 repression relief;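 active = inhibition above the mean over all tested compounds plus 3 SD, cut at about 3.6% in these data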;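 note: 0% = DAX-1 cells with DMSO and 100% = cells lacking DAX-1 with DMSO; higher inhibition means more luminescence from relief of DAX-1 repression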
MBD2 DNA inh = MBD2-methylated oligo binding inhibition; 370,000 tested, 0.31% active; inhibition, % at 4.4 µM; Q9UBB5; TR-FRET, MBD2 binding to methylated oligonucleotide; in the data active = inhibition above about 13%
Target sequence (Q9UBB5 whole entry, looked up): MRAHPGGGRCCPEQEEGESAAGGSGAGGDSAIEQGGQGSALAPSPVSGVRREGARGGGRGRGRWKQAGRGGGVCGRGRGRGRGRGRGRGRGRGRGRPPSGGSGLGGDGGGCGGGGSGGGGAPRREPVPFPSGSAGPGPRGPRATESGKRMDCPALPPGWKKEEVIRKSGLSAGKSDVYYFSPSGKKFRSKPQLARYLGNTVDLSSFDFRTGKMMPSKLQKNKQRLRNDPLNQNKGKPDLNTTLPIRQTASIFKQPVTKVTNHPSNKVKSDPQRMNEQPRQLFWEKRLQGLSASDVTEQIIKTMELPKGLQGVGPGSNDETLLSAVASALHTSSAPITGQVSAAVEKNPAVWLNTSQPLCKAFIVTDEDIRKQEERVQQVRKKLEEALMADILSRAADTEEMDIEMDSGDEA
SMARCA2 act = activators of SMARCA2 function | MG213 cells, MMTV-luciferase reporter, dexamethasone, overnight | activation, % at 9.1 µM | 370,000 tested, 1% active; in the data active = activation above about 7.8%;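 note: 0% = vehicle wells and 100% = reference activator wells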
DAX1 inh-2 = NR0B1 (DAX1) inhibition | P51843 | HEK293 Gal4-DAX1 luciferase reporter, luminescence | inhibition, % at 6.75 µM | 340,000 tested, 0.99% active | AID 504766;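 active = inhibition above the mean over all tested compounds plus 3 SD, cut at about 4.2% in these data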;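 note: 0% = DAX1-transfected cells with DMSO and 100% = empty-vector control cells with DMSO; inhibition shows as a rise in luminescence from relieved DAX1 repression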
hgDAF12 agonist = agonists of H. glycines DAF-12 nuclear receptor. HEK293 GAL4-hgDAF12 UAS-luciferase reporter, agonist luminescence; normalized to butyrate control. 370,000 tested, 1.8% active. AID 687014. activation, % at 6.8 µM;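 active = activation above a cutoff set at the mean of all screened compounds plus 3 SD, cut at about 10% in these data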;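 note: 0% = DMSO wells and 100% = sodium butyrate wells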
ADAM17 inh = inhibits human ADAM17. recombinant ADAM17, EDANS/DABCYL FRET peptide cleavage. inhibition, % at 6.95 µM. 370,000 tested, 0.83% active. AID 720648;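 active = inhibition above the mean of compounds lying between control limits plus 3 SD, set per campaign, cut at about 8.5% in these data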;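 note: 0% = DMSO-only wells as the low control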
hcDAF-12 act = activators of H. contortus DAF-12 nuclear receptor. HEK293 hcDAF-12 lit1-tk-luc reporter, luminescence; 0% DMSO, 100% Δ7-dafachronic acid. AID 652067. 370,000 tested, 1.4% active. activation, % at 6.8 µM;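 active = activation above the mean of all tested compounds plus 3 SD, cut at about 5.5% in these data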;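 note: 100% = response to 3 µM Δ7-dafachronic acid high control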
PLCg1 inh = blocks human PLC-gamma1 enzyme activity | P19174 | inhibition, % at 12.2 µM | purified PLC-gamma1, fluorogenic substrate, fluorescence | 370,000 tested, 0.84% active; in the data active = inhibition above about 9.5%
* hit, by the source's call; · = no result given. This is a random part of the collection; any-hit rate near 7.4%.

SMILES	PLCb3 inh	Rev-erbA mod	ssDAF-12 act	DAX1 inh-1	MBD2 DNA inh	SMARCA2 act	DAX1 inh-2	hgDAF12 agonist	ADAM17 inh	hcDAF-12 act	PLCg1 inh
CCOC(=O)c1c(C)[nH]c(C)c1S(=O)(=O)NCC1CCN(Cc2ccccc2F)CC1	-4	-3	-0.5	-0.3	3	-3	0.4	-0.1	-1	-1.2	1
COc1cc2[nH]c(=S)nc(Nc3ccc(NC(C)=O)cc3)c2cc1OC	-91	2	-1.1	-0.6	5	1	-1.7	3.1	-105	-1.9	-94
O=C1NCCCC2c3c(cc(Br)c(O)c3Br)OC12N1CCOCC1 (centres undefined)	-4	-1	-0.9	-0.2	-2	-2	0.4	-0.1	-1	0.6	-1
COc1cccc2cc(C(C)N(CCCN3CCOCC3)C(=S)Nc3cccc(C)c3C)oc12 (centres undefined)	-1	9	-1.3	0.9	2	-3	-1.2	-1.6	1	0.3	4
COC(=O)C1=NN(C(C)=O)C2(CC(=O)N(c3cccc(C)c3)C2=O)C1 (centres undefined)	3	-7	-1.4	0.7	2	-2	1.3	1.0	-2	-0.9	1
CCn1c(SCC(=O)N2CCC(C)CC2)nnc1-c1ccc(S(=O)(=O)N2CCN(C)CC2)cc1	0	0	-0.4	-0.2	-6	-2	1.2	-0.1	-7	1.2	0
C=CC[C@@H](CC(=O)N(CCO)Cc1ccccc1)C(=O)N[C@@H](COC(=O)[C@@H](CC=C)CC(=O)OC(C)(C)C)Cc1c[nH]c2ccccc12	3	-4	-1.3	-1.0	-7	-2	-1.0	-7.2	22*	-2.0	6
COc1ccc(NC(=S)Nn2cnnc2)cc1OC	-6	0	-2.2	-0.8	-3	-4	6.4*	-3.1	-3	-0.4	-1
Cc1ccc(NC(=O)/C(=C/c2cccs2)NC(=O)c2ccco2)cc1	1	-2	-1.8	0.0	0	-1	2.1	-1.0	-2	0.4	5
O=C(NC1CCCCCC1)c1c(O)c2ccccc2[nH]c1=O	0	6	-0.9	0.3	4	1	1.1	3.6	6	1.1	0
Cc1cccc(NC(=O)CN(C)C(=O)c2ccc(N3CCCCCC3)c([N+](=O)[O-])c2)c1C	2	17*	-1.1	-1.2	-8	3	-1.6	-2.7	5	1.4	2
CCCn1c2c(c(O)c(C(=O)Nc3ccc(OCC)cc3)c1=O)CCCC2	1	-5	-1.0	-0.4	3	0	0.7	-0.7	-4	0.5	3
Cc1nn(C)cc1C(C(=O)NC1CCCCC1)N(C(=O)Cc1cccs1)c1ccc(C(C)C)cc1 (centres undefined)	3	-3	-0.5	-0.7	4	0	-0.7	0.5	-2	0.6	0
Cc1c(C)n(CC(O)CNCCO)c2ccccc12 (centres undefined)	3	3	-1.4	-0.2	-2	1	1.8	2.5	1	-2.4	0
CS(=O)(=O)N(CC(=O)NC1CCCC1)Cc1ccc(Cl)cc1	4	-2	-1.9	-0.5	0	-2	1.4	2.1	-2	0.1	5

Given with two lines to a compound: two of the compounds above
The line under a structure holds: PLCb3 inh	Rev-erbA mod	ssDAF-12 act	DAX1 inh-1	MBD2 DNA inh	SMARCA2 act	DAX1 inh-2	hgDAF12 agonist	ADAM17 inh	hcDAF-12 act	PLCg1 inh
> COc1ccc(NC(=S)Nn2cnnc2)cc1OC
 : -6	0	-2.2	-0.8	-3	-4	6.4*	-3.1	-3	-0.4	-1
> Cc1ccc(NC(=O)/C(=C/c2cccs2)NC(=O)c2ccco2)cc1
 : 1	-2	-1.8	0.0	0	-1	2.1	-1.0	-2	0.4	5

The list continues.
SMILES	PLCb3 inh	Rev-erbA mod	ssDAF-12 act	DAX1 inh-1	MBD2 DNA inh	SMARCA2 act	DAX1 inh-2	hgDAF12 agonist	ADAM17 inh	hcDAF-12 act	PLCg1 inh
COc1ccc(C(=O)/C=C/c2ccc(OC(=O)c3cc(OC)c(OC)c(OC)c3)cc2)cc1	3	-9	-0.3	-0.5	-1	-1	0.4	-1.8	3	0.2	4
COc1ccc(-c2sc(Nc3cccc4ccccc34)n[n+]2C)c(C)c1C	1	-2	-1.0	0.3	0	2	0.0	2.4	-4	0.0	-1
COc1ccc(C(=O)c2c(C)oc3ccc(O)c(CN4CCOCC4)c23)cc1	5	-1	-1.6	-1.3	8	0	-1.9	-2.2	4	-2.2	6
O=C1c2ccccc2C(=O)N1CCCCc1cn(C[C@H]2CC[C@H](Cn3cc(CCCCN4C(=O)c5ccccc5C4=O)nn3)O2)nn1	1	-3	-1.8	-4.2	-6	-5	-3.9	-0.3	-1	-2.8	1
O=C(N/N=C/c1ccccc1F)NC1CCCCC1	3	0	-0.1	0.3	1	3	1.6	1.6	6	-0.9	6
COc1cc(C)ccc1S(=O)(=O)NC(=O)Cn1nnc(COc2ccc3c(c2)CCCC3)c1C	-3	-6	-1.3	0.1	1	1	·	-0.6	-5	-0.6	-7
Cc1cc(C(F)F)nn1CC(=O)NC1CCCCCC1	4	3	-0.9	1.4	4	-3	0.2	-0.7	4	0.5	2
Cc1ccc2nc(NC(=O)CCCC(=O)O)sc2c1	1	-2	-2.1	-0.5	1	-9	-2.6	-9.7	-1	-3.7	7
COc1ccc(/C=N/NC(=O)c2nnn(-c3nonc3N)c2CN(C)C2CCCCC2)cc1	-5	3	-1.3	0.1	-1	-1	0.2	0.6	-1	0.9	-2
O=C(O)c1cnn(-c2ccccc2)c1-c1ccncc1	-8	0	-0.2	0.2	3	-3	-0.5	1.8	-5	-2.0	-3
O=C(N/N=C/c1ccc(N2CCOCC2)cc1)c1ccc(NS(=O)(=O)c2cccs2)cc1	-466	-6	-1.7	0.7	-7	0	1.8	3.9	-22	-2.0	-299
C/C(=N/Nc1nc(-c2ccccc2)cc(-c2ccc(F)cc2)n1)c1cccc(N)c1	-21	4	-1.6	-0.6	7	-2	-1.2	1.3	-5	-0.7	-17
Cc1ccc(CNC(=O)COC(=O)c2ccc(S(=O)(=O)N3CCCC3)cc2)cc1	1	-1	-0.2	0.5	3	0	-0.8	-1.3	-2	-1.7	4
Nc1nc2c(ncn2[C@@H]2O[C@H](C(=O)NCC(c3ccccc3)c3ccccc3)[C@@H](O)[C@H]2O)c(=O)[nH]1	-1	-6	-1.1	-0.1	0	-5	·	1.1	-3	-1.7	2
O=C(C#Cc1ccccc1)c1cccc([N+](=O)[O-])c1	5	·	-0.8	0.3	0	1	-0.7	4.0	0	0.8	-3
C/C(N)=C(/C#N)C(=O)CSc1ccccc1F	-3	10	-0.4	1.2	1	9.0*	1.4	7.7	-3	2.3	1
CC(C)(C)n1ncc2c(=O)n(CC(=O)Nc3ccccc3)cnc21	2	-2	-1.2	-0.3	-4	-2	0.1	-2.9	0	-2.9	2
Cc1nc(Cl)c(C(=O)NCCC(C)C)c(C)c1[N+](=O)[O-]	3	6	-1.1	-0.3	-7	7	-0.3	2.8	2	-0.4	1
CCOC(=O)c1ccc(CC(=O)c2ccc(O)c(O)c2O)o1	-12	-2	-1.0	-0.3	4	-4	0.4	-1.1	0	-1.7	-9
O=C(COC(=O)c1nc(Cl)ccc1Cl)NC1CCS(=O)(=O)C1 (centres undefined)	3	-1	-0.6	1.3	-2	-1	0.5	1.6	-3	-0.7	2
O=C1C2CCCCC2C(=O)N1c1ccc(S(=O)(=O)Nc2ncccn2)cc1 (centres undefined)	-7	0	-0.8	0.7	1	-2	0.8	2.2	0	1.1	0
O=C(NCc1ccncc1)[C@@H]1CCCN1C(=O)[C@@H]1CCCN1	3	3	-0.3	0.6	0	-3	·	-0.3	0	-1.3	2
COCCCNC(=S)NC(=O)c1ccc([N+](=O)[O-])cc1	1	-2	-0.8	0.1	2	-4	-0.1	3.7	-1	2.0	-3
O=C(/C=C/c1ccc(F)cc1)Nc1cccc(S(=O)(=O)Nc2cccc(C(F)(F)F)c2)c1	-1	3	-0.4	-1.4	3	-3	-0.9	1.5	2	-1.0	-1
CCOC(=O)c1[nH]cnc1C(=O)Nc1ccc(F)cc1	-7	-1	-1.2	0.4	0	6	-0.4	-3.3	1	-2.3	3
O=C(CCSc1ccc(Br)cc1)Nc1cccnc1	2	-4	-1.6	-0.5	4	-2	0.3	-2.9	-1	-0.2	0
CCOc1ccc(NC(=O)CN(C)C(=O)c2cc(-c3ccco3)nc3ccccc23)cc1OCC	-500	2	-0.9	-5.3	7	-1	-1.0	-4.7	-450	-1.5	-300
COc1ccc(C(=O)N(CN2CCCC2=O)c2ccc(C)cc2)cc1	1	2	-0.9	-0.5	1	0	-0.1	2.9	-5	0.2	0
CCOC(=O)CN1C(=O)S/C(=C/c2ccc(OC)c([N+](=O)[O-])c2)C1=O	3	5	-2.0	-0.1	0	2	0.5	-1.8	2	-0.1	3
COc1ccc(CN2CCNC(=O)C2CC(=O)NCC2CCOCC2)c(C)c1C (centres undefined)	-8	-4	-0.7	0.7	-4	0	-0.4	-1.0	3	0.6	0
CCN1CCN(S(=O)(=O)c2ccc(Cl)c(C(=O)NCCOc3ccc(C)cc3)c2)CC1	-4	-2	-0.9	1.2	-3	-1	-0.1	0.2	-4	-1.1	0
CN1CSC2=C(C#N)C(c3cccc(OCc4ccccc4)c3)CC(=O)N2C1 (centres undefined)	-6	0	-0.7	0.2	-4	-2	0.6	-1.4	0	0.8	-2
Cc1[nH]c(C)c(C(=O)/C=C/c2ccc([N+](=O)[O-])cc2)c1C	-4	4	-1.1	-1.1	-3	3	-0.6	-4.2	2	-1.0	1
CC(C)(C)c1ccc(OCCNC(=S)Nc2ccccc2)cc1	-129	5	-1.3	-1.4	-5	-6	0.2	-1.9	-25	-1.5	-77
Cc1ccc(Cn2ccc(NC(=O)c3cc(-c4ccc(Br)cc4)on3)n2)cc1	9	2	-1.2	-0.6	-3	-6	-0.3	-0.6	8	-1.4	5
O=C(NCc1ccccc1)c1c(O)c2ccccc2[nH]c1=O	-7	11	-0.6	-0.5	0	0	-0.3	3.6	-2	-1.1	-1
NC(=O)C1CCN(C(=O)c2ccc3c(=O)n(Cc4cccc(Br)c4)c(=S)[nH]c3c2)CC1	-7	0	-0.9	-0.1	-1	2	0.7	-0.7	-2	-1.4	4
CC(C)CNS(=O)(=O)c1ccc(CCC(=O)Nc2ccc3c(c2)OCO3)cc1	2	-1	-1.1	-0.4	-3	-1	-0.9	1.3	-3	-1.7	-8
COc1ccc(C)cc1S(=O)(=O)N(C)CC(=O)N1CCCCCC1	7	3	-1.2	0.6	4	4	0.3	0.5	-4	1.0	2
CN(Cc1cnccn1)Cc1c(C(=O)N2CCc3ccccc3C2)nc2ccc(Cl)cn12	-4	-1	-1.2	-0.4	3	-3	-1.3	-2.6	-3	-2.4	-5
Cc1ccc2c(c1)N(C(=O)CCC(=O)NC1CCCCCC1)CC(C)O2 (centres undefined)	2	-4	-0.9	-0.8	7	1	-0.2	-0.5	-6	-1.6	0
CCC(NC(=O)c1ccccc1NC(=O)c1ccco1)C(=O)NNC(=O)c1ccncc1 (centres undefined)	-15	-5	-0.7	-0.2	0	-6	·	-1.1	-4	0.0	-4
Cc1ccc(S(=O)(=O)N2CCCCC2)cc1NC(=O)Nc1ccc(Cl)cc1Cl	-1	1	-0.8	1.1	1	-2	1.7	0.1	0	-1.1	9
Cc1cc(C)cc(NC(=O)C(OC(=O)c2cc[n+]([O-])cc2)c2ccccc2)c1 (centres undefined)	-6	-6	-1.3	0.8	0	-2	-0.2	-0.1	-3	0.8	-2
